DAX1 inh-1: inhibitors of human orphan nuclear receptor DAX1 (NR0B1) | P51843 | HEK293 Gal4-DAX1 luciferase reporter, luminescence | inhibition, % at 6.75 µM | 340,000 tested, 0.99% active | AID 504766;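 active = inhibition above the mean over all tested compounds plus 3 SD, cut at about 4.2% in these data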;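 also: 0% = DAX1-transfected cells with DMSO and 100% = empty-vector control cells with DMSO; inhibition shows as a rise in luminescence from relieved DAX1 repression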
NPR2 activator: GC-B (human) receptor activation. activation, % at 10 µM. HEK293-GC-B cells, CNP EC30, cGMP TR-FRET; 0% at EC30 CNP, 100% saturating CNP. 370,000 tested, 0.11% active. P20594;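 active = activation at 10 µM reaching about 35% in either raw or pattern-adjusted values, limit read from the data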
Target sequence (P20594 whole entry, looked up): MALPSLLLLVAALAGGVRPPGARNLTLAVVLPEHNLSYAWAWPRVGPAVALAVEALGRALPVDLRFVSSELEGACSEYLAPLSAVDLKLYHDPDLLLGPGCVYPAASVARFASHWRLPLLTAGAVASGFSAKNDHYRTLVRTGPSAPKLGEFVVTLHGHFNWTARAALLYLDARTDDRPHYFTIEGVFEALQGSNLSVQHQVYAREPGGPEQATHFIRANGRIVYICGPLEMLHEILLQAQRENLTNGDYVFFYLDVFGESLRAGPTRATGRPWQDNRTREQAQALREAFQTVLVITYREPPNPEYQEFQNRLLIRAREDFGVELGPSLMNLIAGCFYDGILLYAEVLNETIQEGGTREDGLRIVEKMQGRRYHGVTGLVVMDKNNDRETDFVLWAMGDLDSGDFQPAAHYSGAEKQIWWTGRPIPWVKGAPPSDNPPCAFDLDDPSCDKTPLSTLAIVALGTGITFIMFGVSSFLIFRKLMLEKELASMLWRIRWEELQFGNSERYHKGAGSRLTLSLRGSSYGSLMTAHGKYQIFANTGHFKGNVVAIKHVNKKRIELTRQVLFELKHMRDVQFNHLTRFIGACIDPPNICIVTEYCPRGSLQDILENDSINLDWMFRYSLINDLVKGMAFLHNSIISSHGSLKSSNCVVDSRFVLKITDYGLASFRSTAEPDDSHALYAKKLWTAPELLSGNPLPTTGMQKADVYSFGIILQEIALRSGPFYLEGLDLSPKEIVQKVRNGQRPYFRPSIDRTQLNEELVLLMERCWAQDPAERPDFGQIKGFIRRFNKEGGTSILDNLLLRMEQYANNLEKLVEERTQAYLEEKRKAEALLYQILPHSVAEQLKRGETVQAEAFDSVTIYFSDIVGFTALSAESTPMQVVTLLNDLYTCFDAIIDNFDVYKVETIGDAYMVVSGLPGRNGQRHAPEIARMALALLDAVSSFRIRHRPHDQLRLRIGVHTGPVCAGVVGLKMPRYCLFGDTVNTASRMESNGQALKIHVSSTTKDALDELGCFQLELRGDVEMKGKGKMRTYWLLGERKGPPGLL
DAX1 inh-2: inhibitors of DAX1 repression of SF-1 activated StAR promoter. HEK293T StAR-luciferase reporter, SF-1/DAX-1 repression relief. inhibition, % at 6.8 µM. 370,000 tested, 1.1% active. AID 652010;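 active = inhibition above the mean over all tested compounds plus 3 SD, cut at about 3.6% in these data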;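 also: 0% = DAX-1 cells with DMSO and 100% = cells lacking DAX-1 with DMSO; higher inhibition means more luminescence from relief of DAX-1 repression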
proKLK7 act: activates the human kallikrein-7 zymogen | AID 652039 | 370,000 tested, 0.9% active | purified proKLK7, EDANS-DABCYL substrate fluorescence; 100% is mature enzyme control, 0% vehicle | P49862 | activation, % at 7 µM;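 active = activation above the mean of all tested compounds plus 3 SD, computed per campaign excluding outliers beyond control limits, cut at about 13% in these data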
HGIII-sPLA2 inh: Blocks human group III sPLA2 activity; Q9NZ20; QFRET BODIPY PC-A2 liposome hydrolysis, fluorescence; inhibition, % at 12.2 µM; 370,000 tested, 0.56% active; AID 743126;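 active = inhibition above mean plus 3 SD of compounds lying within the high and low control bounds, cut at about 19% in these data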;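 also: 0% = median of test compound wells and 100% = no enzyme DMSO wells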
GC-A act: GC-A (human) enzyme activation. HEK293 GC-A cells, cGMP TR-FRET, EC30 ANP; 0% at EC30 ANP, 100% saturating ANP. P16066. activation, % at 10 µM. 370,000 tested, 0.14% active; in the data active = activation above about 40%
ssDAF12 agonist: S. stercoralis DAF-12 activation, primary screen; HEK293 ssDAF-12/GRIP1 lit1-tk-luc reporter, luminescence; % of 3 µM dafachronic acid response; activation, % at 6.8 µM; 370,000 tested, 1% active; AID 652126;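 active = activation above the mean over all tested compounds plus 3 SD, cut at about 0.9% in these data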;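 also: 0% = DMSO-only wells and 100% = 3 µM delta7-dafachronic acid wells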
SMARCA2 act: SMARCA2 function activation, primary screen; MG213 cells, MMTV-luciferase reporter, dexamethasone, overnight; activation, % at 9.1 µM; 370,000 tested, 1% active; in the data active = activation above about 7.8%;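 also: 0% = vehicle wells and 100% = reference activator wells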
hgDAF12 agonist: activates the H. glycines DAF-12 receptor ligand-binding domain; 370,000 tested, 1.8% active; activation, % at 6.8 µM; HEK293 GAL4-hgDAF12 UAS-luciferase reporter, agonist luminescence; normalized to butyrate control;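 active = activation above a cutoff set at the mean of all screened compounds plus 3 SD, cut at about 10% in these data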;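 also: 0% = DMSO wells and 100% = sodium butyrate wells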
FXN GAA850 act: increases GAA850 frataxin promoter reporter activity. HEK293 lucGAA850 FXN promoter luciferase reporter, 24 h; percent of 10 µM SAHA response. activation, % at 6 µM. 360,000 tested, 0.56% active. AID 540364;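 active = activation above the average of all compounds screened plus 3 SD, cutoff fixed separately per campaign, cut at about 7.5% in these data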;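 also: 0% = DMSO wells and 100% = 10 µM SAHA wells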
hcDAF12 agonist: H. contortus DAF-12 activation, primary screen | HEK293 hcDAF-12 lit1-tk-luc reporter, luminescence; 0% DMSO, 100% Δ7-dafachronic acid | activation, % at 6.8 µM | 370,000 tested, 1.4% active | AID 652067;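 active = activation above the mean of all tested compounds plus 3 SD, cut at about 5.5% in these data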;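 also: 100% = response to 3 µM Δ7-dafachronic acid high control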
* hit, by the source's call; nt = not tested or not shown.

cpd	canonical_smiles	proKLK7 act	FXN GAA850 act	DAX1 inh-2	hcDAF12 agonist	SMARCA2 act	GC-A act	hgDAF12 agonist	HGIII-sPLA2 inh	ssDAF12 agonist	NPR2 activator	DAX1 inh-1
1	Cc1cccc(C2NC(c3cccc(C)c3)C(C)C(=O)C2C)c1 (stereo not given)	0.0	3.3	-0.3	-1.5	-1	13	1.9	3	-1.1	-4	0.2
2	CC(C)CC1Nc2ncnc(N3CCOCC3)c2N(Cc2ccc(Br)cc2)C1=O (stereo not given)	0.3	-0.9	-0.5	-0.5	0	-4	-0.8	3	-1.1	-2	0.0
3	CC(C)C(=O)N1CCc2cc(-c3csc(N)n3)ccc21	2.2	0.8	0.3	-0.5	-2	2	-2.3	8	-1.4	1	-0.6
4	CCCN(C(=O)CSc1cc(-c2ccccc2)c2ccc(OC)cc2n1)C1CCS(=O)(=O)C1 (stereo not given)	-1.9	0.1	-0.9	-3.5	-1	-8	-3.7	-7	-0.9	4	0.9
5	CSC1CCCCC1(O)CSc1nc2ccccc2o1 (stereo not given)	-0.4	-1.0	-0.1	-0.9	4	-2	3.9	2	-1.1	-7	-1.4
6	Cc1ccc(C(=O)NCc2ccc3c(c2)OCO3)cc1C	0.1	8.7*	0.9	0.9	-1	-2	0.7	10	-1.0	5	1.3
7	C/C(=N\NC(=S)NCc1ccccc1)c1cccs1	-0.4	1.2	-0.7	-0.3	8.1*	1	2.8	4	-0.6	1	1.9
8	O=C(Nc1ccc([N+](=O)[O-])cn1)c1cccnc1	0.1	0.8	0.3	0.6	-3	1	-1.6	20*	-0.7	-1	-0.7
9	O=S(=O)(c1ccc(NCCc2c[nH]c3ccccc23)nc1)N1CCOCC1	1.3	-1.6	-0.1	0.5	-3	-1	0.5	-54	-0.6	3	-1.0
10	NC(=O)C1C2C=CC(C2)C1c1ccccc1 (stereo not given)	0.0	0.3	1.2	-0.4	3	2	-3.0	-6	-1.3	-1	-0.5
11	Nc1cc(S(=O)(=O)Nc2ccc(Br)cc2)ccc1Cl	-0.1	2.2	-0.4	-0.9	-3	-9	-1.1	-40	-1.8	-10	0.3
12	Cc1ccccc1NC(=O)c1cccc(S(=O)(=O)Oc2ccc([N+](=O)[O-])cc2)c1	0.4	2.4	0.2	-0.9	-3	0	-0.4	-14	-1.5	-4	-0.1
13	COc1ccc(CCNC(=O)C2CCN(S(C)(=O)=O)CC2)cc1	-0.6	2.4	-0.7	0.8	1	4	1.4	10	-1.0	8	-1.0
14	CCOC(=O)c1c(/N=C/C2=C(O)CC(C)(C)CC2=O)sc(C(C)=O)c1C	0.4	2.9	1.3	1.4	2	7	0.1	3	-1.4	1	0.6
15	CO/N=C\CC(=O)Nc1ccc(Cl)c(Cl)c1	0.9	-4.7	-1.8	-0.8	-1	-5	-0.1	-14	-1.4	0	-1.1
16	Cc1ccc(C(C(=O)NC(C)(C)C)N(CCCN2CCOCC2)C(=O)c2ccc(-c3ccccc3)[nH]2)o1 (stereo not given)	0.5	3.0	0.2	-0.9	-4	-3	0.9	-1	-1.0	5	0.3
17	Cc1cc(S(=O)(=O)N2CCCCC2CCNC(=O)C(=O)NCc2cccnc2)ccc1F (stereo not given)	0.1	-0.7	0.9	-1.8	0	1	-0.9	4	-1.1	2	0.0
18	CCOc1ccccc1C(=O)OCC(=O)NCCc1ccc(OC)cc1	0.4	1.2	-1.8	-0.5	3	-1	-0.8	-2	-1.1	-5	-1.2
19	O=C(CCC(=O)OCC(=O)c1ccc(Cl)cc1)NC1CCCCC1	-0.3	1.7	0.8	-1.0	-1	7	-3.0	-10	-1.6	-1	3.2
20	COc1ccc(-n2c(SCC(=O)Nc3ccc(NC(C)=O)cc3)nc3ccccc3c2=O)cc1	0.4	-1.7	-0.1	0.5	-1	0	2.4	2	-1.2	0	0.2
21	CCN(Cc1ccncc1)C(=O)c1ccc2c(c1)S(=O)(=O)c1ccccc1C2=O	-0.1	5.2	-0.6	-1.9	1	7	-0.7	5	-1.4	4	-1.7
22	CCOc1ccccc1-c1cc(-c2n[nH]c(=S)n2CC)c2ccccc2n1	1.3	1.7	-0.2	1.6	-4	3	-2.6	-9	-0.6	2	-1.5
23	Cc1cc(/C=N/NC(N)=S)c(C)n1-c1ccc(Cl)cc1	0.4	1.4	-0.7	0.4	-3	-31	6.7	2	-1.6	-8	1.0
24	Cc1cccc(NC(=O)CCCCCN2C(=O)[C@@H]3Cc4ccccc4CN3C2=O)c1	-0.3	1.3	-0.2	-2.0	0	1	-1.0	-6	-1.3	0	-0.1
25	CCC1CCC2(CC1)NC(=O)N(CC(=O)Nc1cc(C)on1)C2=O (stereo not given)	-0.1	-0.5	-0.5	-0.7	2	-1	0.2	1	-1.1	0	-0.7
26	COc1cc(NC(=O)Cn2c([N+](=O)[O-])cnc2C)c(OC)cc1Cl	0.5	-1.4	0.2	-0.4	-2	-1	-1.5	4	-1.7	-10	-0.4
27	CCC(=O)n1nc(-c2ccc(Cl)cc2)nc1N	-0.5	1.0	0.2	1.3	0	15	4.6	-4	-0.6	-5	-1.3
28	COc1cc(/C=C/c2[nH]c(=O)[nH]c(=O)c2[N+](=O)[O-])cc([N+](=O)[O-])c1O	0.6	1.1	0.0	0.9	2	-6	-0.5	4	-1.3	0	-0.8
29	COc1cc(NC(=O)c2cc(C)nc3ccccc23)cc(OC)c1OC	-0.1	0.9	-1.2	-1.2	-2	4	2.0	-3	-1.1	4	0.2
30	Cc1nc2ccc(NC(=O)NCCO)cc2s1	-1.3	1.3	-0.3	-0.5	-2	2	1.8	3	-0.8	2	-0.3
31	CCOc1ccccc1OCCCCN1CCCC1	0.0	1.2	0.0	-1.3	-2	4	-1.1	-2	-0.9	1	-0.8
32	Cc1cc(NS(=O)(=O)c2ccc(NC(=O)/C=C/c3ccco3)cc2)nc(C)n1	0.0	0.5	0.3	1.7	-4	1	-3.0	-4	-0.9	2	0.6
33	COc1ccccc1NC(=O)/C(=C\c1cccs1)NC(=O)c1ccco1	0.7	0.6	-0.4	-0.3	0	-4	2.2	-4	-1.0	4	3.0
34	COc1cccc(N2CCN(C(=O)c3cc4ccc(OC)cc4[nH]3)CC2)c1	-1.7	-1.6	-0.4	0.5	-1	-1	0.1	-3	-0.4	3	0.1
35	CCC(=O)Nc1nnc(SCCOC)s1	0.3	1.6	0.1	0.3	-4	-1	-1.9	3	-1.0	1	1.2
36	COc1cc(NC(=O)CN2C(=O)c3ccccc3Sc3ccc(C(=O)N4CCOCC4)cc32)cc(OC)c1OC	-0.1	0.2	0.6	-0.6	-6	-4	-0.8	-4	-0.7	-4	2.3
37	O=C(CS(=O)(=O)Cc1ccccc1)N1CCN(c2ccccc2F)CC1	-0.8	3.1	0.3	1.4	-2	4	-1.1	-10	-1.4	0	0.1
38	CC(=O)Nc1ccc(-c2ccnc3c2CC(C(=O)Nc2ccc(C(C)C)cc2)O3)cc1 (stereo not given)	-0.3	-1.1	-2.1	-1.7	3	-1	1.2	-4	-1.1	-7	nt
39	CCCC(CCC)C(=O)OC1C[C@H]2CC[C@@H](C1)[N+]2(C)C (stereo not given in full)	1.0	1.1	-0.2	-1.6	-2	nt	0.3	3	-0.7	nt	-0.1
40	Cc1cc(S(=O)(=O)Nc2ccc(F)cc2)c(C)s1	0.0	-0.9	0.2	1.0	-2	-3	-1.6	-16	-1.8	-2	0.6
41	CC(C)(C)c1nnc(NC(=O)CCS(=O)(=O)Cc2ccccc2)s1	-0.4	0.9	0.7	-1.0	-2	1	-1.7	2	-0.6	0	0.0
42	CC(C)COC(=O)CCNc1n[nH]c(=O)[nH]c1=O	0.4	-0.1	0.2	0.1	-2	4	0.1	6	-1.2	-5	-0.3
43	COc1ccc(S(=O)(=O)NCc2ccncc2)cc1NC(=O)c1ccccc1C	-0.6	0.1	-1.8	-1.5	-2	-1	-2.2	4	-1.4	6	2.7
44	COc1ccccc1NC(=O)CSc1nncn1-c1cccnc1	0.2	0.3	0.0	-0.8	13*	0	0.3	-5	-1.3	-1	0.1
45	CCc1ccccc1N(C)S(=O)(=O)c1ccc2[nH]cc(C(=O)O)c(=O)c2c1	-3.0	-0.7	0.1	-1.1	-1	6	-0.3	-30	-1.8	-3	0.7
46	CC(C)c1nc(SCC(=O)N2CCCc3ccccc32)c2c(=O)n(C)c(=O)n(C)c2n1	0.2	-1.3	-1.3	-0.5	0	3	1.5	2	-1.0	13	1.1
47	COc1ccc(CN2CCN(CCC(C)C)C(CCO)C2)cc1Cn1cncn1 (stereo not given)	0.2	-0.1	0.0	-0.2	1	2	-2.3	1	-1.1	5	0.1
48	COc1ccc(CCn2c(SCC(=O)Nc3cc(C)on3)nc3ccccc3c2=O)cc1OC	-0.5	-2.4	0.0	-0.1	-1	2	-2.3	-1	-0.4	-4	0.8
49	CC1(C)NC(=O)C(CCc2ccccc2)NC1=O (stereo not given)	0.3	nt	-0.5	-0.8	0	1	1.5	6	-0.7	4	nt
50	Cc1csc(NC(=O)CCCc2cccs2)n1	0.2	3.5	0.5	-1.5	2	1	2.5	-2	-1.9	-4	1.3

(further entries)
cpd	canonical_smiles	proKLK7 act	FXN GAA850 act	DAX1 inh-2	hcDAF12 agonist	SMARCA2 act	GC-A act	hgDAF12 agonist	HGIII-sPLA2 inh	ssDAF12 agonist	NPR2 activator	DAX1 inh-1
51	O=C(NC(Cc1c[nH]c2ccccc12)C(=O)O)c1ccc(Br)cc1 (stereo not given)	0.0	-0.3	-0.2	2.5	-2	2	-2.1	-47	-0.5	-2	0.4
52	O=C1C(=O)N(Cc2ccco2)C(c2cccc(Cl)c2)/C1=C(\O)c1ccc2c(c1)OCCO2 (stereo not given)	-0.1	1.1	-0.3	-1.1	0	3	1.1	-4	-0.8	1	-0.4
53	CCCCC(=O)Nc1cc2nn(-c3ccc(OC)cc3)nc2cc1C	-2.9	1.3	0.6	1.1	3	1	4.8	-3	-1.4	-2	-0.6
54	O=C(NCCCN1CCOCC1)NC1CCCCC1	-1.0	-0.3	0.5	-0.2	-1	-3	-0.3	0	-0.4	-1	-0.6
55	COc1ccc(CNC(=O)CN(C)S(=O)(=O)c2ccc3c(c2)c(=O)n(C)c(=O)n3C)cc1	0.5	1.9	0.1	0.8	-2	0	2.3	6	-1.4	0	0.0
56	COc1ccccc1CCc1nnc(CCC(=O)N(C)Cc2cccc3cnccc23)o1	-0.1	6.4	0.6	1.4	3	-4	11*	-2	-0.8	-2	1.1
57	Cc1nc2scc(C)n2c(=O)c1S(=O)(=O)N1CCN(c2ccccc2)CC1	0.0	1.6	-0.1	-3.1	2	-7	-4.0	3	-1.1	-1	2.4
58	COc1nc(-c2ccccc2)ccc1-c1noc(C)n1	0.9	6.9	1.4	0.7	2	-10	6.7	-4	-0.2	-7	1.8
59	COc1ccc(C(CNC(=O)c2oc3ccc(Cl)cc3c2C)N2CCCCC2)cc1 (stereo not given)	0.0	-0.4	0.2	-0.3	3	-21	0.3	2	-1.2	-8	0.1

Hits appear at their usual frequency; 6.7% or so of the library scored in one or more.
